STK33 inh: inhibitors of purified STK33 kinase, primary screen, biochemical, ADP-Glo luminescence, homogeneous, cell-free; actives 0.073% (n = 320,000); MBP phosphorylation; inhibition, % at 10 µM;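 active = inhibition at or above 25%, using the most active replicate where run in duplicate; inactive = inhibition below 25%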
Target sequence (Q9BYT3 whole entry, looked up): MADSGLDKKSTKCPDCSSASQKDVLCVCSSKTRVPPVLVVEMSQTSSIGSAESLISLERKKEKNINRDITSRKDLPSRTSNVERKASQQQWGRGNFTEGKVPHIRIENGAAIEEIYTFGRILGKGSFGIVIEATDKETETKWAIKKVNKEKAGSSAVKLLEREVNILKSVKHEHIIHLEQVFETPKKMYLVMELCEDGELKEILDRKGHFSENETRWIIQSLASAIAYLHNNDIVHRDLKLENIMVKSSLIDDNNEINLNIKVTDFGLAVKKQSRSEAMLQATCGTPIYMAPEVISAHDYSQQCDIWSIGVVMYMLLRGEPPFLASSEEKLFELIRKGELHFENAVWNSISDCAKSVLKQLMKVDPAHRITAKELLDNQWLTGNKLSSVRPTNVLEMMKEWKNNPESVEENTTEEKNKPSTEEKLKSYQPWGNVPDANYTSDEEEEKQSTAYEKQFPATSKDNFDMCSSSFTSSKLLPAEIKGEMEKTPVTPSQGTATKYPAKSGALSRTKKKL
OX1R FRET antag: antagonists of human orexin 1 receptor (OX1R); AID 485270, 2010; inhibition, % at 6.6 µM; actives 1.8% (n = 330,000); Orexin/Hypocretin receptor type 1 (Homo sapiens), O43613; OX1R-expressing cells, FRET antagonist read-out; in the data active = inhibition mostly above about 38%, no sharp cut-off; inactive = mostly below about 40%;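 also: 0% = agonist challenge alone and 100% = reference antagonist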
Target sequence (O43613 whole entry, looked up): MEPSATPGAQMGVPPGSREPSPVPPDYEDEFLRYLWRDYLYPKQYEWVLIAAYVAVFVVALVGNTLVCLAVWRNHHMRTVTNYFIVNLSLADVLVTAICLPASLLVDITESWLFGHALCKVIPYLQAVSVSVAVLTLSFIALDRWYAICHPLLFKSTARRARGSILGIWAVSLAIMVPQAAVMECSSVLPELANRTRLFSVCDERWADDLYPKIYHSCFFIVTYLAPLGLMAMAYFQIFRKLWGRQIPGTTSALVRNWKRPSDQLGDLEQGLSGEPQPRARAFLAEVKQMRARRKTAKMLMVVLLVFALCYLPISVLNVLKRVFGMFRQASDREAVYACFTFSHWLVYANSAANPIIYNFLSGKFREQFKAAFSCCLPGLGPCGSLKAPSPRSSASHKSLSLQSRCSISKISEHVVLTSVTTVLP
Starred values were filed as active, the others as inactive; nt = not tested or not shown.

SMILES	STK33 inh	OX1R FRET antag
COCCCNc1nc2ccccc2nc1NS(=O)(=O)c1ccccc1	-0.7	16
O=C(NCCCN1CCOCC1)c1nn2c(C(F)(F)F)cc(-c3ccco3)nc2c1Cl	1.7	23
O=C(CN1CCN(Cc2ccccc2)CC1)N1CCCc2c1c(=O)oc1ccc(O)cc21	-1.0	12
COc1ccc(/C=N/NC(=O)c2nnn(-c3nonc3N)c2-c2cccc(OC)c2)cc1	-2.0	29
Cc1cc(Nc2ccccc2)c2c([N+](=O)[O-])c(C)cc(C)c2n1	0.0	9
Cc1ccc(S(=O)(=O)N2CCN(C(=O)C3CCCCC3)CC2)cc1	-1.5	11
Cc1ccc(N(C(C)C(=O)Nc2cccc(N(C)S(C)(=O)=O)c2)S(C)(=O)=O)cc1 (stereo not drawn)	2.5	28
Cc1nn(-c2ccccc2)c2c1C(c1ccccc1)C(C#N)=C(N)O2 (stereo not drawn)	-1.2	28
Cc1ccc(/C=N/OC(=O)c2nn(C)cc2Cl)cc1	-0.1	3
COc1ccccc1CNC(=O)C(=O)NCC(c1ccco1)N1CCOCC1 (stereo not drawn)	-0.5	7

Exported as labelled records: entries from further up
canonical_smiles: Cc1ccc(S(=O)(=O)N2CCN(C(=O)C3CCCCC3)CC2)cc1
  STK33 inh: -1.5
  OX1R FRET antag: 11

canonical_smiles: Cc1ccc(/C=N/OC(=O)c2nn(C)cc2Cl)cc1
  STK33 inh: -0.1
  OX1R FRET antag: 3

(list continues)
SMILES	STK33 inh	OX1R FRET antag
COc1ccc(C(=O)Nc2nc(N)n(-c3ccccc3)n2)cc1OC	1.6	5
NC(=O)C1CCN(c2nnnn2-c2ccccc2)CC1	0.1	2
CCOC(=O)c1c(C)[nH]c(C(=O)COC(=O)c2oc3ccc(OC)cc3c2C)c1C	nt	17
COc1ccccc1NC(=O)CN(c1ccc(C)cc1)S(=O)(=O)c1c(C)n[nH]c1C	2.5	43
O=C(CNC(=O)c1ccc(Br)o1)OCC(=O)c1cccc([N+](=O)[O-])c1	-0.1	43
CCCCC(=O)Nc1ccc(C(=O)Nc2cccnc2)cc1	0.3	11
CC(/C=N/NC(=O)c1nnn(-c2nonc2N)c1C)=C\c1ccccc1	-1.4	18
NC(=O)C1CC(=O)N(c2ccc(OCc3ccc(F)cc3)cc2)C1 (stereo not drawn)	-0.7	7
CCOC(=O)c1sc(C)c2c(=O)n(Cc3ccc(Cl)cc3)cnc12	-0.9	7
COc1ccc(C(=O)NNC(=S)NC(=O)c2cccs2)cc1	-0.6	19
Cc1cccc(NC(=O)CSCC(=O)N(C)CC(=O)Nc2cccc(F)c2)c1	0.4	24
O=C(Nc1cccc(-c2cnc3ccccc3n2)c1)c1cccc(NC(=O)c2ccco2)c1	0.8	49*
N#Cc1cccc2cccc(S(=O)(=O)N3CCOCC3)c12	0.1	8
Cc1cc(-c2ccccc2)nc(N/N=C/c2ccc([N+](=O)[O-])cc2)n1	-1.5	17
Cc1ccc(C)c(NC(=S)N2CCN(Cc3ccccc3)CC2)c1	0.7	7
COc1ccccc1N1CCN(C(=O)C(=O)c2cn(CC(=O)N3CCCC3)c3ccccc23)CC1	-1.2	40
CCOC(=O)COc1nc2c(c(-c3ccco3)c1C#N)CCc1ccccc1-2	-2.7	11
O=S(=O)(NC1=NCCCCC1)c1ccc(F)cc1	-0.7	6
COC(=O)c1cc(COc2ccc3c4c(c(=O)oc3c2)CCCC4)c(C)o1	-0.5	16
COc1ccc(N=C(C)C2=C(O)c3ccccc3C2=O)cc1	-0.4	41
CC(C)OP(=O)(OC(C)C)C(Nc1ccccc1)c1cccc2c1OCO2 (stereo not drawn)	0.6	22
COc1cccc(-c2noc(CCC(=O)Nc3cccnc3)n2)c1	0.6	18
Cc1noc(C)c1CSc1nc2[nH]ncc2c(=O)n1-c1ccccc1	-0.7	14
Cc1cc(NC(=O)c2ccc(Cl)cc2Cl)no1	-0.7	6
CCCn1nc(C(=O)NNC(=O)c2ccc(C)c(C)c2)c2ccccc2c1=O	-0.3	10
CC(C)Cc1nnc(NC(=O)CCC(=O)N2CCN(c3ccccn3)CC2)s1	1.3	8
Cc1ccccc1CCNC(=O)CCn1nc(C)c2c(C)n(-c3ccccc3)nc2c1=O	0.1	0
O=C(N/C=C\c1ccccc1)NCc1ccc(Cl)cc1Cl	-2.0	26
O=C(COc1ncnc2ccccc12)Nc1ccc(Cl)c(S(=O)(=O)N2CCOCC2)c1	-2.1	2
COc1cc(NC(=O)Cc2ccc(Cl)cc2)ccc1NC(=O)c1ccco1	-0.3	10

Entries listed above that bear a hit mark in OX1R FRET antag.
SMILES	STK33 inh	OX1R FRET antag
O=C(Nc1cccc(-c2cnc3ccccc3n2)c1)c1cccc(NC(=O)c2ccco2)c1	0.8	49*

(cont.)
SMILES	STK33 inh	OX1R FRET antag
CCOC(=O)[C@@H]1[C@H]2COc3ccccc3[C@@H]2N2C(=O)N(c3ccccc3)C(=O)[C@]12C	-0.6	12
CCN1CCN(C(C(=O)NC2CCCCC2)c2ccc(Cl)cc2)CC1 (stereo not drawn)	-1.2	16
COc1ccc(NC(=O)Nc2ccccc2SC)cc1OC	-2.1	15
CCCS(=O)(=O)Nc1c(C(=O)OC)[nH]c2ccccc12	-0.5	2
CN(C)S(=O)(=O)c1ccc(Nc2ccc(-c3ccc4c(c3)OCCO4)nn2)cc1	-0.4	16
CCc1nc(SCC(=O)N2CCC(C)CC2)c2c(=O)n(C)c(=O)n(C)c2n1	0.2	-5
CCc1sc(C(=O)Nc2cc(S(=O)(=O)N3CCOCC3)ccc2OC)cc1C	-1.4	1
CCn1cc(C(=O)NC2CCCc3c2cnn3-c2cccc(C)c2C)cn1 (stereo not drawn)	-1.0	54
CC1(C)CC(=O)c2sc(NC(=O)CN3CCCCC3)nc2C1	0.4	24
CCCOc1ccc(CC2CCC(=O)NC2=O)cc1 (stereo not drawn)	-2.8	13
COc1cccc(-c2cc(=O)c3cc(NC(C)=O)ccc3[nH]2)c1	-0.5	33
CCCSc1ncnc2sc(C)c(C)c12	-0.5	9
CC(=O)Nc1ccc(NC(=O)C(C)OC(=O)COc2ccc(Nc3ccccc3)cc2)cc1 (stereo not drawn)	0.6	31*
O=C(CC1c2ccccc2Oc2ccccc21)Nc1ccccc1F	-1.3	30
COc1cc(/C=N/N2CCN(C3c4ccccc4-c4ccccc43)CC2)ccc1O	-2.1	-2
Cc1cc(C)nc(NC(=O)c2c(Cl)cccc2Cl)n1	-0.7	5
CCN(CC(=O)Nc1ccc(S(=O)(=O)N2CCCC2)cc1)CC(=O)Nc1cccc(OC)c1	-1.7	8
C=C(C)C(=O)Oc1ccc(N2C(=O)CCC2=O)cc1	0.0	6
COc1ccc(CCC(N)=O)cc1OC	-1.2	11
Cc1ccc(S(=O)(=O)N(C)C)cc1NC(=O)CN1CCN(Cc2ccccc2)CC1	-0.8	7

Four of the entries above in order of their number in OX1R FRET antag, smallest number first.
SMILES	STK33 inh	OX1R FRET antag
COc1cc(/C=N/N2CCN(C3c4ccccc4-c4ccccc43)CC2)ccc1O	-2.1	-2
Cc1cc(C)nc(NC(=O)c2c(Cl)cccc2Cl)n1	-0.7	5
Cc1ccc(S(=O)(=O)N(C)C)cc1NC(=O)CN1CCN(Cc2ccccc2)CC1	-0.8	7
CC(=O)Nc1ccc(NC(=O)C(C)OC(=O)COc2ccc(Nc3ccccc3)cc2)cc1 (stereo not drawn)	0.6	31*

Entries of single compounds as entered above. Values in the order: STK33 inh, OX1R FRET antag
Results for `Cc1cc(C)nc(NC(=O)c2c(Cl)cccc2Cl)n1` = -0.7, 5
Results for `CC(=O)Nc1ccc(NC(=O)C(C)OC(=O)COc2ccc(Nc3ccccc3)cc2)cc1` (stereo not drawn) = 0.6, 31*
Results for `CCCSc1ncnc2sc(C)c(C)c12` = -0.5, 9

Carrying on:
SMILES	STK33 inh	OX1R FRET antag
CC1Cc2ccccc2N1C(=O)COC(=O)c1ccc([N+](=O)[O-])o1 (stereo not drawn)	1.3	40*
O=C(COC(=O)CSc1ccc([N+](=O)[O-])cc1)NCCCc1ccccc1	0.1	14
COc1ccc(-c2c(C)nn3c(N4CCC(C(=O)N5CCCCC5)CC4)cc(C)nc23)cc1OC	-3.1	12
Cc1ccc(F)c(CNC(=O)C2CCC(=O)N(CCCN3CCCC3=O)C2)c1F (stereo not drawn)	-1.6	9
Clc1ccc(CN2CCC(c3nc4ccc(Cl)cc4[nH]3)CC2)cc1	-0.8	20
O=C(O)COc1ccccc1-c1ccccc1	-0.1	4
CCC(=O)N1CCc2cc(Br)cc(S(=O)(=O)CCC(=O)NCC3CCCO3)c21 (stereo not drawn)	-0.4	3
COC(=O)c1ccccc1NC(=O)CSCC(=O)Nc1ccccc1	1.0	30
COC(=O)/C(C#N)=C1/SC=C(C)N1c1ccccc1	-2.0	15
CS/C(=N\S(=O)(=O)c1ccccc1)c1ccccc1	0.2	6
O=C1C[C@@H](c2ccccc2)Oc2cc(O)cc(O)c21	2.0	22
CC(=O)c1coc2c1cc(O)c1ccccc12	0.1	20
CCOC(=O)N1CCN(C(=O)c2ccc3c(c2)NC(=O)/C(=C\c2cccc(C)c2)S3)CC1	-0.6	8
O=C(CSc1n[nH]c(=O)n1C1CC1)c1c[nH]c2ccccc12	1.4	10
O=S(=O)(NC1CCCCC1)c1ccc(Cl)nc1	-0.8	11
O=C(NCCCO)c1cc2c([nH]c3ccccc32)c(-c2ccc(F)cc2)n1	4.9	4
COCc1cc(C)nc(Nc2ccc(C)c(C)c2)c1C#N	-0.5	4
COc1ccccc1CN1CC(C(=O)NCCN2CCNC2=O)CCC1=O (stereo not drawn)	0.5	5
COc1ccc(-n2cccc2/C=C2\C(=N)N3N=C(C(C)C)SC3=NC2=O)cc1	-0.9	2
CN(Cc1c(F)cccc1Cl)C(=O)c1ccc(NC(=O)CC2SC(N3CCCCC3)=NC2=O)cc1 (stereo not drawn)	0.5	2
Cc1ccc(S(=O)(=O)N=Nc2c(O)[nH]c3ccccc23)cc1C	-0.7	8
COC(=O)Nc1sccc1C(=O)Nc1sccc1C(=O)OC	-0.8	1
CCOc1cc(/C=C(/C#N)c2nc3ccccc3[nH]2)ccc1OCc1ccc(C(=O)O)o1	3.6	4
CC(C)Oc1ccc(S(=O)(=O)N2CCCCC2)cc1NC(=O)C1=COCCO1	0.1	13
O=C(CCSc1ccccc1)NC1CCCC1	0.0	12
Cc1cc(NC(=O)CSc2nnc(C3COc4ccccc4O3)n2N)no1 (stereo not drawn)	-1.6	25
COc1ccc(/C(C)=N/NC(=O)c2ccccc2N)cc1	-0.8	26
O=S(=O)(Nc1ccc2c(c1)nc1n2CCN(Cc2ccccc2)C1)c1ccc(F)cc1	-0.1	20
O=C(/C=C/c1cccs1)N1CCN(c2ccccc2)CC1	-1.4	-1
Cc1ccc(COC(=O)NCc2cccnc2)cc1	-0.5	4
COc1ccc(C2=NN(C(=O)/C=C/c3ccccc3)C(c3ccccc3)C2)c(OC(C)=O)c1 (stereo not drawn)	0.1	34
CCCCCC1CCC(C(=O)O)CC1 (stereo not drawn)	-0.1	9
Cc1ccccc1-c1noc(CNC(=O)c2ccco2)n1	-0.5	8
COc1ccc(/C=C/c2nnc(NC(=O)CC(C)C)s2)cc1	-2.4	5
Cc1c(N=C/C=C/c2ccccc2)cnn1C	-1.2	16
Cn1c2c(c(=O)n(C)c1=O)C(NS(=O)(=O)c1ccc(Cl)cc1)(C(F)(F)F)C(=O)N2 (stereo not drawn)	-1.7	15
O=S(=O)(c1ccc2c(c1)oc1ccccc12)N1CCOCC1	-1.4	4
CCOc1cc(/C=N/Nc2ncc(C)c(=O)[nH]2)ccc1O	3.3	7
Cc1cc(C)c(S(=O)(=O)Nc2ccncc2)cc1C	1.8	1
CC(Sc1cccc(C(F)(F)F)c1)C(=O)NC(N)=O (stereo not drawn)	-0.4	-6
CC(C)(C)SCCNS(=O)(=O)c1ccc(F)cc1	0.7	19
COc1ccc(C(=O)CCC(=O)NC2=NCCS2)cc1	0.0	15
CCCSc1sc(C(=O)OC)c(-c2cccs2)c1C#N	-0.6	9
O=C(CCS(=O)(=O)c1ccccc1)Nc1nc(-c2cccs2)cs1	-1.9	9
O=C(CCNC(=O)c1ccccc1)N=Nc1c(O)[nH]c2ccccc12	-1.6	33
O=c1c(-c2ccccc2)coc2c(CN3CCCCC3)c(O)ccc12	-1.8	10
CC(C)CCNC(=O)c1ccc(CS(=O)(=O)Cc2ccccc2F)o1	-1.7	4
CCOc1ccc(C(=O)Nc2nnc(S(=O)(=O)Nc3ccccc3C)s2)cc1	0.2	14
COc1ccc(N2CCN(C(=S)NC(=O)c3cccs3)CC2)c([N+](=O)[O-])c1	-1.0	36
Cc1c(NC(=O)CS(=O)(=O)c2ccccc2)c(=O)n(-c2ccccc2)n1C	-0.9	17

Further structures.
SMILES	STK33 inh	OX1R FRET antag
O=C(O)CSC1CC(=O)N(c2ccc(Cl)cc2)C1=O (stereo not drawn)	-0.8	9
CC(=O)c1cccc(NC(=O)Cn2cnc(S(=O)(=O)N3CCc4ccccc43)c2)c1	-1.5	30
CCN(CC)S(=O)(=O)c1ccc2c(c1)CC(C(=O)N1CCCC1)N2C(C)=O (stereo not drawn)	0.0	7
O=C(CCn1cnc2ccccc21)N/N=C/c1ccccc1O	0.7	19
CC(NS(=O)(=O)c1ccc2c(c1)c(=O)n(C)c(=O)n2C)C(=O)NC1CCCCC1 (stereo not drawn)	-0.7	19
CC(C)c1nc(CNC(=O)c2cc(COc3c(F)cccc3F)on2)cs1	1.1	15
O=c1[nH]c(SCc2ccc([N+](=O)[O-])cc2)nc2[nH]ncc12	-2.2	17
Cc1ccc2cccc(S(=O)(=O)N3CCCc4ccccc43)c2n1	-2.4	14
Cc1cc2oc(=O)cc(CN3CCN(Cc4ccc5c(c4)OCO5)CC3)c2cc1C	-0.6	19
Cc1ccc(-c2noc(CSc3nnnn3C3CCCCC3)n2)cc1	1.5	10
O=C(Nc1cccs1)Nc1ccccc1Cl	-0.1	15

From PubChem
